Bioassay records from PubChem BioAssay.
SENP1 inh – blocks the human SENP1 SUMO protease catalytic domain | Q9P0U3 | recombinant SENP1 catalytic domain, CyPet-SUMO1-YPet FRET cleavage | inhibition, % at 10 µM | 0.21% of 360,000 active;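 active means inhibition at least 30% at 10 µM, raw YFP signal under a set limit, fluorescence ratio 0.5 to 1.5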;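 further: 0% = enzyme with DMSO and 100% = no enzyme wells; some results filed as inactive read as strong as hits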
Target sequence (Q9P0U3 419-644 limits assumed): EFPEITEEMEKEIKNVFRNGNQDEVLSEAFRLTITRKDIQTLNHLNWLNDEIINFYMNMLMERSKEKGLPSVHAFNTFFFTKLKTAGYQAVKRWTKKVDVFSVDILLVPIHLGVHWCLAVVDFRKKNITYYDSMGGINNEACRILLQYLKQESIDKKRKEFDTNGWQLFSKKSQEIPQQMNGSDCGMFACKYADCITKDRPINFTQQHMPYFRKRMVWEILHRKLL
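Controls: no-enzyme wells low, DMSO-plus-enzyme wells high control. Test system: human recombinant His6-tagged SENP1 catalytic domain enzyme. Reagent: SFCypet-SUMO1-SFYpet FRET protein substrate, 25 nM final. Doses: one dose per compound, 10 µM, 0.5% DMSO. Detection: FRET, CFP and YFP emission. Timing: 50 min reaction at room temperature.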
SENP8 block – inhibitors of human SENP8 protease; Q96LD8; recombinant SENP8, Nedd8 substrate fluorescence; inhibition, % at 20 µM; 0.64% of 360,000 active; in the data active means inhibition mostly above about 40%, no sharp cut-off; inactive means mostly below about 27%
Target sequence (Q96LD8 whole entry, looked up): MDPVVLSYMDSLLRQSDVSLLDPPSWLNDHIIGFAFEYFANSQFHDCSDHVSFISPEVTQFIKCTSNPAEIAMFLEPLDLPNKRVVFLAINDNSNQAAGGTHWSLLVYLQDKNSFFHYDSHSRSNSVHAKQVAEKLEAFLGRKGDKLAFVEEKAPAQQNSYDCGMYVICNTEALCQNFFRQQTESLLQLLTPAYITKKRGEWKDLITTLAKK
* marks the source's active call; other numbers are inactive results; i = inactive.

Order of results – SENP1 inh	SENP8 block
O=C(CC[C@H]1O[C@@H](n2ccc(=O)[nH]c2=O)[C@H](O)[C@@H]1O)N[C@H](Cc1ccccc1)C(=O)NCCCc1ccccc1
 : 1	12
c1cc(-c2ccc(CN3CCOCC3)cc2)n2ccnc2c1
 : 1	i
CCOC(=O)CNC(=O)N(C)[C@H]1C[C@H]2c3[nH]c4ccccc4c3CCN2C(=O)[C@H]1[C@H](C)O
 : -48	-236
COc1ccc(C(NC(=O)C2CCN(Cc3ccc(Oc4ccccc4)cc3)CC2)c2ccccc2C)cn1 (stereo not drawn)
 : 0	26
CCN(CCN(C)C)C(=O)c1ccc2nc(C)c(N(C)C(=O)CCc3ccccc3)n2c1
 : -3	4
Cc1ccccc1CN1CCN(C(=O)[C@H]2O[C@@H](n3cnc4c(N)ncnc43)[C@H](O)[C@@H]2O)CC1
 : -2	12
CN1CCN(C(=O)C2=NOC3(C2)C(=O)Nc2ccccc23)CC1 (stereo not drawn)
 : 2	9
CC(=O)O[C@@H]1[C@H](Oc2c(O)c(C)c3c4c2[C@H](C)CC[C@H]4[C@H](C)C[C@@H]3C=C(C)C)O[C@@H](C)[C@@H](O)[C@H]1O
 : 0	12
COCCNC(=O)c1ccc(-c2ccc(OC)cc2C)c2ccoc12
 : 3	-232
O=C(NCCN1CCNC1=O)c1ccc2sc([C@H]3C[C@H](O)[C@@H](CO)O3)nc2c1
 : -1	16
CCNC(=O)C1(C)CCN(Cc2cccc(C(F)(F)F)c2)C1 (stereo not drawn)
 : 0	19
CCOC(=O)N1CCN(C(=O)C[C@@H]2C[C@@]3(C(=O)OCC)CCC=C3N(Cc3ccccc3)C2=O)CC1
 : 1	16
COC(=O)C[C@H]1CC[C@@H](NC(=O)Nc2ccc3c(c2)OCO3)[C@@H](CO)O1
 : 2	16
Nc1[nH]c(C(=O)c2ccccc2)c(-c2ccc(Cl)c(F)c2)c1C(=O)NCCc1c[nH]c2ccccc12
 : -5	15
O=C(Nc1ccc(C(=O)N2CCN(c3ccncc3)CC2)cc1)c1ccc(Br)o1
 : -1	1
NC(c1ccccc1)c1csc(Nc2ccc(S(N)(=O)=O)cc2)n1 (stereo not drawn)
 : 3	-5
COc1cccc(NC(=O)C2(C)CCN2C(=O)CC2CCCC2)c1 (stereo not drawn)
 : 0	10
COc1ccc(C(=O)N(C)[C@H]2C[C@H]3c4[nH]c5ccccc5c4CCN3C[C@H]2[C@H](C)O)cc1
 : -42	-278
CN(Cc1ccccc1)C(=O)Cn1nnc(-c2ccccc2)c1COc1ccc2ccccc2c1
 : -8	9
Cc1cn([C@H]2C[C@H](O)[C@@H](CCC(=O)NCc3cccc4ccccc34)O2)c(=O)[nH]c1=O
 : -1	15
Cc1nccn1-c1ccc(NC(=O)[C@H]2O[C@@H](n3ccc(=O)[nH]c3=O)[C@H](O)[C@@H]2O)cc1
 : -1	14
CCc1nc2c(OCCn3cccc3)cccn2c1N(C)C(=O)c1cccs1
 : 1	21
CN1OC[C@@H]2CN(C(=S)Nc3ccc(C#N)cc3)[C@H](c3ccc(N4CCCCC4)cc3)C[C@@H]21
 : 1	4
Cc1cccnc1C(NC(=O)C1CCN(Cc2cn(C)c3ccccc23)CC1)c1ccc(Cl)cc1 (stereo not drawn)
 : -2	17
C(=C\c1ccccc1)/CN1CCN(C(c2nnnn2C2CCCC2)C2CC2)CC1 (stereo not drawn)
 : 0	15
CCOC(=O)C1CCCN(C(=O)c2cccs2)CC1 (stereo not drawn)
 : 0	10
O=C(NCc1cccnc1)c1cc(C2CCCN(C(=O)CCCc3ccccc3)C2)on1 (stereo not drawn)
 : 2	1
CCc1ccc(C(O)c2ncc(-c3cccc(OC)c3)[nH]2)cc1 (stereo not drawn)
 : -2	-7
Cc1nc(C(F)(F)F)ccc1C(=O)N1CCC1(C)C(=O)NS(C)(=O)=O (stereo not drawn)
 : 1	1
Cc1cccc(C)c1NC(=O)C1(C)CN(S(C)(=O)=O)CC(=O)N1CCc1ccccc1F (stereo not drawn)
 : -6	10

Three compounds already listed, ordered by their value in SENP1 inh, low to high:
canonical_smiles	SENP1 inh
CCOC(=O)CNC(=O)N(C)[C@H]1C[C@H]2c3[nH]c4ccccc4c3CCN2C(=O)[C@H]1[C@H](C)O	-48
Cc1nccn1-c1ccc(NC(=O)[C@H]2O[C@@H](n3ccc(=O)[nH]c3=O)[C@H](O)[C@@H]2O)cc1	-1
COc1cccc(NC(=O)C2(C)CCN2C(=O)CC2CCCC2)c1 (stereo not drawn)	0

A second format for some results above.
> NC(c1ccccc1)c1csc(Nc2ccc(S(N)(=O)=O)cc2)n1 (stereo not drawn)
  SENP1 inh = 3
  SENP8 block = -5
> Cc1cn([C@H]2C[C@H](O)[C@@H](CCC(=O)NCc3cccc4ccccc34)O2)c(=O)[nH]c1=O
  SENP1 inh = -1
  SENP8 block = 15
> CCOC(=O)C1CCCN(C(=O)c2cccs2)CC1 (stereo not drawn)
  SENP1 inh = 0
  SENP8 block = 10

Further entries follow.
Order of results – SENP1 inh	SENP8 block
Cc1nc(C(F)(F)F)ccc1C(=O)N1CCC1(C)C(=O)NS(=O)(=O)c1cccc(F)c1 (stereo not drawn)
 : 3	26
CC(=O)NC(c1ccc(F)c(F)c1)c1nc(-c2ccc(F)c(Cl)c2)cs1 (stereo not drawn)
 : 2	-57
O=C(Nc1cccc(OC(F)(F)F)c1)C1Cc2c(-c3ccccc3Oc3ccccc3)ccnc2O1 (stereo not drawn)
 : 1	10
COC(=O)[C@@]12C[C@@H](CC(=O)NCc3ccccc3)C(=O)N(CCc3ccc(OC)c(OC)c3)C1=CCC(C)(C)C2
 : 1	26
CCc1nc2ccc(C(=O)Nc3cccc(NS(C)(=O)=O)c3)cn2c1N(C)CCN1CCOCC1
 : -13	24
CCCCN(C)C(=O)c1sc(=O)n(Cc2cc(Cl)ccc2OC)c1C
 : 0	4
COC(=O)N1C2CCCCC2=NN(c2ccccc2)N1C(=O)OC (stereo not drawn)
 : 2	14
Cc1cccc(C)c1NC(=O)C1C(c2ccc3c(c2)OCO3)=Nc2ccccc2N1C(=O)c1ccccc1 (stereo not drawn)
 : -3	-50
O=C(NCCN1CCC(n2c(=O)[nH]c3ccccc32)CC1)c1cccc2c1-c1ccccc1C2=O
 : -2	32
O=c1cc(CN2CCN(c3ccccc3F)CC2)c2c(ccc3ccccc32)o1
 : -1	-115
COCCCn1cc(CN2CC(N3CCN(CCN(C)C)CC3)CS2(=O)=O)nn1 (stereo not drawn)
 : -1	12
CC1(C(=O)NS(=O)(=O)Cc2ccccc2C(F)(F)F)CCN1C(=O)Cc1ccsc1 (stereo not drawn)
 : 1	18
C[C@H](O)[C@@H]1C(=O)N2CCc3c([nH]c4ccccc34)[C@@H]2C[C@@H]1N(C)C(=O)c1cc(Cl)cc(Cl)c1
 : -39	-16
CCOC(=O)C1=CCN(S(=O)(=O)c2ccc(Br)cc2)C1c1ccccc1 (stereo not drawn)
 : 0	10
COc1cc(CNC(=O)c2cc(-c3cc(Cl)ccc3C)n[nH]2)cc(OC)c1
 : 1	21
CC1(C(=O)NCc2cccc(C(F)(F)F)c2)CCN1C1Cc2ccccc2C1 (stereo not drawn)
 : -5	29
CC1(C(=O)NCc2cccc(Cl)c2)Cc2c(-c3ccc4c(c3)OCO4)ccnc2O1 (stereo not drawn)
 : 0	-80
CCCNC(=O)C1(C)CCCN(Cc2ccc(Cl)cc2)C1 (stereo not drawn)
 : 1	14
CC(O)(c1ccccc1)c1nc(-c2ccc(S(C)(=O)=O)cc2)cs1 (stereo not drawn)
 : 2	19
CCN(CC)c1ncnc2c1ncn2[C@H]1CN(Cc2ccccc2)C[C@@H](COC(C)=O)O1
 : -9	0
O=C(CC[C@H]1O[C@@H](n2ccc(=O)[nH]c2=O)[C@H](O)[C@@H]1O)N[C@H](Cc1ccccc1)C(=O)NCc1cccs1
 : 0	9
CCOC(=O)C1=C[C@@H](C(C)(C)C)N(S(=O)(=O)c2ccc(C)cc2)[C@H]1c1ccc(C)cc1
 : 3	11
CCc1nc2c(OCCOc3ccc(F)cc3)cccn2c1N(C)C(=O)C(C)C
 : -2	6
CCCCn1nnnc1C(c1cccc(OC)c1OC)N1CCN(C/C=C/c2ccccc2)CC1 (stereo not drawn)
 : 0	16
COc1ccc(-c2coc3c(C(=O)NCc4ccc(F)c(F)c4)cccc23)c(C)c1
 : -3	-6
Cc1cc2nc(NC(=O)C3(C)CCN(C)C3)[nH]c2cc1C (stereo not drawn)
 : 1	16
COc1ccccc1CNC(=O)Nc1nc(C(N)C(C)C)cs1 (stereo not drawn)
 : 2	14
Cc1cc2c(cc1C)-n1nnnc1C(N1CCCNCC1)C(=O)N2 (stereo not drawn)
 : -34	-11
OC(c1ccccc1)c1nc(-c2csc3ccccc23)cs1 (stereo not drawn)
 : 2	12
CCCCn1nnnc1C1(C)CCC(=O)N1Cc1ccc(OC)cc1 (stereo not drawn)
 : -2	4
COc1ccc(CN2C[C@@H](CO)O[C@@H](n3cnc4c(N5CCN(c6ccccc6)CC5)ncnc43)C2)cc1
 : 2	13
O=C1C2C3CC4C5C3C1C5C1(SCCS1)C42 (stereo not drawn)
 : 0	-3
Cc1ccc(Cl)cc1-c1cc(C(=O)N2CCc3ccccc3C2)[nH]n1
 : -1	29
CSc1ccc(CN2CCC2(C)C(=O)Nc2ccc3c(c2)OCO3)cc1 (stereo not drawn)
 : 1	3
Cc1cccnc1C1=NOC(Cc2ccccc2)C(=O)N1Cc1ccc2c(c1)OCO2 (stereo not drawn)
 : -2	-2
Cc1ccc(S(=O)(=O)N2C[C@@]3(O)Cn4c(=O)ccc(=O)n4C[C@@]3(OC(=O)NCC3CCCCC3)C2)cc1
 : -1	7
O=C(NC(c1ccc(Cl)cc1)c1cnccn1)C1CCN(Cc2ccccc2)CC1 (stereo not drawn)
 : -2	15
COc1ccc(CC(=O)Nc2nc(OCC(F)(F)F)cnc2-c2ccc(Cl)cc2Cl)cc1
 : 0	-4
CN(CCOc1ccccc1)Cc1ccccc1
 : 0	4
NC(CCc1ccccc1)c1csc(NC(=O)NCCc2ccccc2)n1 (stereo not drawn)
 : -2	11
CCOC(=O)C1(C)CCCN(C(=O)c2cc(OC)c(OC)c(OC)c2)C1 (stereo not drawn)
 : 1	21
CC1(C(=O)NS(=O)(=O)c2cccc(C#N)c2)CCN1C(=O)c1cccc2ccccc12 (stereo not drawn)
 : 1	9
CC(C)(C)C(=O)c1c(N)[nH]c(C(=O)c2ccccc2)c1-c1ccc(Br)cc1
 : 4	19
CC(=O)Nc1ccc(-c2ccnc3c2CC(C)(C(=O)Nc2cccc(Oc4ccccc4)c2)O3)cc1 (stereo not drawn)
 : 4	-14
Cc1cc(Br)cn2c(Cc3ccsc3)c(-c3cccc(Br)c3)nc12
 : -1	3
C#Cc1cccc(Nc2nc(NCCOC)nc3ccsc23)c1
 : 2	-295
N#Cc1cccc(C(=O)C(=O)N2CCCN(Cc3ccc(F)cc3)CC2)c1
 : 1	9
CCCC(C)(C)C(=O)N1CCC1(C)C(=O)Nc1ccc(OC)c(OC)c1 (stereo not drawn)
 : 0	9
Nc1[nH]c(C(=O)c2ccc(Br)cc2)c(-c2ccc(Br)cc2)c1C(=O)NCCc1c[nH]c2ccccc12
 : -4	-9
CC(=O)Oc1ccc(Cn2c(C)c(C(=O)NCc3ccc4c(c3)OCCO4)sc2=O)cc1
 : -4	4
CC(C)CNC(=O)C1(C)CCCN1C(=O)CCc1cccs1 (stereo not drawn)
 : 1	19
CCNC(=O)C1CCCN(C(=O)c2ccc(OC)cc2OC)CC1 (stereo not drawn)
 : 4	19
COc1ccc(NC(=O)C2(C)Cc3c(-c4ccc5c(c4)OCO5)ccnc3O2)cc1OC (stereo not drawn)
 : 0	7
CCOC(=O)/C=C/c1cccc(C)c1O
 : 32*	-113
CC(C)C[C@H]1CN(CCCC[C@H]2CNC(=O)C(=O)N2Cc2ccccc2)C(=O)C(=O)N1Cc1ccccc1
 : 2	15
COCCN1C[C@@H](CO)O[C@@H](n2cnc3c(NCC(C)C)ncnc32)C1
 : -1	14
FC(F)(F)c1ccccc1Cc1c(-c2ccc(Cl)cc2)nc2ccc(Br)cn12
 : 18	-12
CC1(C(=O)Nc2cccnc2)Cc2c(-c3ccc4c(c3)OCO4)ccnc2O1 (stereo not drawn)
 : 1	-100
C[n+]1ccc2[nH]c3ccccc3c2c1
 : 1	-41
O=C(Nc1ccc2c(c1)OCCO2)C1C(=O)Nc2ccccc2C(=O)N1C1CCCCC1 (stereo not drawn)
 : 0	-64

Remaining list, next part:
Order of results – SENP1 inh	SENP8 block
CCc1nc2ccc(C(=O)NCCc3ccccn3)cn2c1N(CC)Cc1cccc(Br)c1
 : -1	10
O=C(NCc1cccc(C(F)(F)F)c1)c1ccc2sc([C@H]3C[C@H](O)[C@@H](CO)O3)nc2c1
 : 0	12
O=C1NC[C@H](CCCCN2C[C@H](Cc3ccccc3)N(CC3CCCCC3)C(=O)C2=O)N(CC2CCCCC2)C1=O
 : 3	12
CC1(C(=O)NS(=O)(=O)Cc2ccccc2C(F)(F)F)CCN1C(=O)Cc1cccs1 (stereo not drawn)
 : 2	17
CCc1c(-c2cccc(Cl)c2)ncn1Cc1cccc(-c2ccccc2)c1
 : 1	11
COc1cccc(CN(C)C(=O)CC[C@H]2O[C@@H](n3cnc4c(NC(=O)c5ccccc5)ncnc43)[C@H](O)[C@@H]2O)c1
 : 1	30
COc1ccc(C(O)c2nc(/C=C/c3ccc(C(F)(F)F)cc3)cs2)cc1 (stereo not drawn)
 : 1	-104
COc1cc(Cl)ccc1OC1(C)CCN(Cc2cccn2-c2nccs2)C1 (stereo not drawn)
 : 0	23

These rows are one share of the data, so the mix of outcomes need not match the whole.
